Compound activity from PubChem.
NCOA1 inh: SRC1 coactivator transcriptional activity inhibitors, primary screen, cell-based, luminescence | 0.12% of 360,000 active | AID 588354, 2011 | inhibition, % at 3.6 µM | Nuclear receptor coactivator 1 (Homo sapiens), Q15788 | HEK293 GAL4-SRC1 luciferase reporter;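 active = inhibition above the campaign mean plus 3 SD, with each screening campaign given its own cutoff, cut at about 60% in these data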;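 also: 0% = DMSO treated cells and 100% = gossypol at 36 µM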
NOD2-RIPK2 inh: NOD2-RIPK2 binding disruptors in cells, primary screen, fluorescence, CHO cells, BLA complementation. AID 624267, 2012. CCF4 ratio. 0.38% of 360,000 active. inhibition, % at 4.98 µM. Receptor-interacting serine/threonine-protein kinase 2 (Homo sapiens), O43353; in the data active = inhibition above about 21%;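 also: 0% = vehicle only and 100% = reference blocker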
Granule exo inh: LAMP-1 surface exposure blockers, TALL-104 cells – cell-based, flow cytometry, MLPCN library, primary screen; TALL-104 LAMP-1 surface exposure; cells stimulated with thapsigargin and PMA; inhibition, % at 10 µM; 0.66% of 360,000 active;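 active = inhibition above about 55%, limit read from the data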
TWEAK-Fn14 inh: inhibitors of TWEAK-Fn14 signaling, primary screen, luciferase reporter cells, uHTS; TWEAK-stimulated Fn14 reporter cells, luciferase luminescence, 8 h; inhibition, % at 10 µM; 2% of 360,000 active; AID 1159606, 2016; in the data active = inhibition above about 50%
SRC2 inh: inhibition of GAL4-SRC2 driven luciferase reporter, primary screen, SRC2 inhibitor project, cell-based, luminescence; 0.17% of 370,000 active; AID 651957, 2012; HEK293 GAL4-SRC2 luciferase reporter; inhibition, % at 9 µM; Nuclear receptor coactivator 2 (Homo sapiens), Q15596;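 active = inhibition above the mean inhibition of all tested compounds plus 3 SD, set per campaign, cut at about 52% in these data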;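 also: 0% = DMSO treated cells and 100% = cells given Gossypol at 36 µM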
TROY signal inh: inhibitors of TROY-driven NF-kB signaling, primary screen, Q293 LMP1-TROYcd cells, NF-kB luciferase, uHTS; Q293 LMP1-TROYcd NF-kB luciferase reporter, 4 h; inhibition, % at 10 µM; 0.98% of 360,000 active; AID 1347056, 2019;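 active = compounds whose plate-normalised and pattern-corrected inhibition of the luciferase reporter signal at the single screening dose is 50% or more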
COUP-TFII inh: NR2F2 transcriptional activity inhibitors, primary screen, cell-based, luciferase reporter, HEK293T, luminescence | HEK293T NGFI-A luciferase reporter | inhibition, % at 8.6 µM | COUP transcription factor 2 (Homo sapiens), P24468 | 0.7% of 370,000 active;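 active = inhibition above a per-plate cutoff, mean inhibition of test wells between control levels plus 3 SD, cut at about 38% in these data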;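 also: cells cotransfected with COUP-TFII expression vector driving the NGFI-A reporter; 0% = median of COUP-TF2 test wells and 100% = reporter-only cells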
NR5A2 inv ag: LRH-1 (NR5A2) inverse agonists, primary screen, cell-based, luminescence, HEK293T, StAR-luciferase reporter | inhibition, % at 3.6 µM | LRH-1 transfected, 24 h | Nuclear receptor subfamily 5 group A member 2 (Homo sapiens), O00482 | 0.13% of 360,000 active;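 active = inhibition above the mean inhibition of all tested compounds plus 3 SD, cut at about 73% in these data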;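 also: 0% = DMSO wells and 100% = reporter-only cells lacking LRH-1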
SRC3 inh: SRC3 coactivator transcriptional activity inhibitors, primary screen, cell-based, luminescence; HEK293 GAL4-SRC3 luciferase reporter; AID 588352, 2011; 0.17% of 360,000 active; inhibition, % at 3.6 µM; Nuclear receptor coactivator 3 (Homo sapiens), Q9Y6Q9;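 active = inhibition above a per-campaign cutoff, the mean of all compounds plus 3 SD, cut at about 60% in these data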;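 also: 0% = DMSO-treated cells and 100% = gossypol-treated cells at 36 µM; higher means less SRC3-driven luciferase light from the GAL4 reporter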
TLR9-MyD88 block: inhibitors of TLR9-MyD88 association in cells, primary screen, cell-based, CHO, BLA complementation, fluorescence; CCF4 FRET ratio; inhibition, % at 4.98 µM; 0.21% of 340,000 active; AID 504734, 2011;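 active = inhibition above the mean over all tested compounds plus 3 SD, cut at about 21% in these data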;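 also: 0% = DMSO only wells and 100% = clavulanate BLA inhibitor control wells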
ABHD5 PLIN5 PPI: ABHD5-PLIN5 interaction inhibitors, primary screen, cell lysate, split luciferase complementation, luminescence; AID 602281, 2012; 0.78% of 360,000 active; Split G. princeps luciferase complementation, 4 h; inhibition, % at 4 µM;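 active = inhibition above the mean inhibition across every tested compound plus 3 SD, cut at about 22% in these data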;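 also: 0% = DMSO only wells and the 100% control is not disclosed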
Target sequence (Q00G26 whole entry, looked up): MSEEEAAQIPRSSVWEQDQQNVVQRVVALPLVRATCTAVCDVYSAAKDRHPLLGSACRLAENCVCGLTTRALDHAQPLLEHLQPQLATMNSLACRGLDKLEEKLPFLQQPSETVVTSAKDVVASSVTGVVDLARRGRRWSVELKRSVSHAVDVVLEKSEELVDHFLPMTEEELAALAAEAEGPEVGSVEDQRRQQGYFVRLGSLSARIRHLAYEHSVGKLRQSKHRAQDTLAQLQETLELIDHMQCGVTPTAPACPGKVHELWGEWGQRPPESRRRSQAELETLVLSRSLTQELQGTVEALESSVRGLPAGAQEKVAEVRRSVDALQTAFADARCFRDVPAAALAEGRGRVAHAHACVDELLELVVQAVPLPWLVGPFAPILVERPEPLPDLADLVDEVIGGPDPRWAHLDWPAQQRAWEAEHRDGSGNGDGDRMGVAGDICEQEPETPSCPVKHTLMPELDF
Target sequence (Q8WTS1 whole entry, looked up): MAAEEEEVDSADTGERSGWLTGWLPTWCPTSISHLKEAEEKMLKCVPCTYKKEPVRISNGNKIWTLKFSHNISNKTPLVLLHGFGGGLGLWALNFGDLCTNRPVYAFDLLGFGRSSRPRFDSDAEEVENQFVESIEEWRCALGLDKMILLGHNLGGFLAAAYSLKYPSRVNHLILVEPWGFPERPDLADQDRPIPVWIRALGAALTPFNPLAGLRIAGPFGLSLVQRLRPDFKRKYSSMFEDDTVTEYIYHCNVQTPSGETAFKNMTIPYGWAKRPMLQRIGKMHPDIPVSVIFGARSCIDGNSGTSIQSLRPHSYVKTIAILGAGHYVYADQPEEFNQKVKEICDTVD
* marks the source's active call; other numbers are inactive results; . = no result given. Some of the compounds tested; the hit share may differ from the screen's.

The line under a structure holds: NCOA1 inh, NOD2-RIPK2 inh, Granule exo inh, TWEAK-Fn14 inh, SRC2 inh, TROY signal inh, COUP-TFII inh, NR5A2 inv ag, SRC3 inh, TLR9-MyD88 block, ABHD5 PLIN5 PPI
CC(=O)Nc1ccc(NC(=O)CN2CCCC(C)C2)c(Cl)c1 (stereo not given)
  -59, -7, 1, -61, -34, -30, -17, -65, -27, -5, 1
COc1ccc(-c2cc3ccccc3n2CC(O)CN2CCN(CCO)CC2)cc1 (stereo not given)
  1, 10, 15, -8, -10, -37, 13, 8, 23, -5, 7
COc1ccc(CCNC(=O)Cn2cccc2C(=O)c2ccccc2)cc1OC
  -4, 0, 8, 19, 4, -4, -4, -4, -8, 1, -1
COc1ccccc1C(=O)NCc1ccccc1
  -7, 1, 1, -3, -41, -7, -1, -2, 9, 3, 0
Cc1cccc(-c2nnc(NC(=O)c3ccc(N4C(=O)CCC4=O)cc3)s2)c1
  -8, -8, 1, -16, 12, -5, -7, -5, -8, -3, 7
O=C1NC(C(=O)O)=CC(c2cccc(Cl)c2Cl)N1 (stereo not given)
  0, -9, 14, 8, -43, 6, -15, 18, 24, -10, 9
CCOC(=O)C1(C)CCN1C(=O)c1ccc(OC)c(C(F)(F)F)c1 (stereo not given)
  12, 5, 5, -13, -7, 0, 1, -7, 11, ., -6
CC1S/C(=N/N=C/c2cccc([N+](=O)[O-])c2)NC1=O (stereo not given)
  1, -1, 9, -1, 8, -1, 17, 12, 14, -12, -2
CC1C(=O)N(Cc2cn(Cc3ccco3)nn2)CCS(=O)(=O)N1Cc1ccc(-c2ccccc2Cl)cc1 (stereo not given)
  8, 2, 4, 17, 14, 5, 16, 1, -9, ., 8
CCCCN(Cc1ccccc1)C(=O)CCN1C(=O)C2C3C=CC(C3)C2C1=O (stereo not given)
  -8, 3, -1, 0, -11, 4, 18, -5, 12, 6, 0
CCc1ccc(/C=C2\SC(=S)N(CCCC(=O)Nc3cc(C)on3)C2=O)cc1
  14, 1, 20, 70*, 77*, 81*, 24, 9, 1, 1, -4
COCOc1cccc(CN2CCC(C)(Oc3cccc(C#N)c3)C2)c1 (stereo not given)
  12, 19, 1, 3, -56, -28, -1, 16, -12, ., 5
O=C(Nc1ccccc1Cl)c1cc(C2CCCCN2S(=O)(=O)c2ccccc2)on1 (stereo not given)
  5, 4, 1, -23, -17, -16, 20, -2, -1, ., -2
O=C(NCc1cccc(C(F)(F)F)c1)c1ccc2sc([C@@H]3O[C@H](CO)[C@H](O)[C@H](O)[C@H]3O)nc2c1
  -9, 5, 5, -15, -1, 3, 0, -35, -24, ., 0
Cc1ccc(NC(=O)c2cccc(NC(=O)/C=C/c3ccco3)c2)cc1C
  -69, -13, 1, 21, -34, -48, -11, -61, -48, 1, 10
Cc1ccc(S(=O)(=O)N2CCC(C(=O)N/N=C/c3cccnc3)CC2)cc1
  -14, 3, -7, -6, -7, 3, -4, 0, 8, 9, -4
COc1ccc([C@H]2CC(=O)C=C(c3ccccc3Oc3ccccc3)C2)cc1
  -32, 4, -6, 4, -8, -11, 10, -31, -16, -6, 4
O=C(O)c1cc(-n2[nH]c(=O)c3ccccc3c2=O)ccc1Cl
  -18, -12, 8, 0, -65, -37, -17, -91, -20, -7, -5
CCCSc1nc2c(c(=O)n1CC)SC(C)C2 (stereo not given)
  17, 5, -1, 0, -11, 2, -5, 17, 19, -2, 8
C/C(=N\Nc1cc(C)nc(-c2ccccc2O)n1)c1ccccc1O
  3, -6, 11, 55*, -10, 16, 0, -2, 7, -4, -3
CCN(CC(=O)Nc1ccc(NC(C)=O)cc1)C(=O)c1ccc2c(c1)OCCO2
  -8, -4, 1, 6, -9, -2, -12, 30, 4, -7, -4
Cc1cc(S(=O)(=O)Nc2c(C)nc3nc[nH]n3c2=O)ccc1F
  -6, -16, 0, 4, -26, -1, 7, 7, 15, 8, 1
O=C(NCc1ccccc1Cl)c1cc(C(=O)C2CC2)c[nH]1
  7, -17, 61*, -3, 11, -15, -7, -4, 22, -2, -3
Cc1ccc2cc3c(NC(=O)c4ccco4)nn(C)c3nc2c1
  -21, 3, -4, -14, -1, -36, 3, -5, -14, -3, 4
Oc1c(Cl)cc(Cl)cc1CNc1ccccn1
  -9, -6, 0, -6, 14, -24, 16, -3, 4, -3, -1
O=C1CCc2cc(S(=O)(=O)Nc3cccc(F)c3)cc3c2N1CC3
  -5, -1, -3, -2, -4, -7, -4, -5, -27, -1, 16
COc1cccc(NS(=O)(=O)c2ccc(NC(C)=O)cc2)c1
  9, -2, -3, -7, 15, 5, -10, 34, -1, 4, 0
CCOC(=O)N1CCN(C(c2cc3ccccc3o2)c2nnnn2C(C)(C)C)CC1 (stereo not given)
  ., 3, 15, 2, -17, 10, -7, 25, ., ., 0
COCCCNC(=O)/C(C#N)=C/c1c(N2CCN(c3cccc(Cl)c3)CC2)nc2c(C)cccn2c1=O
  -9, 1, 1, 0, 11, -30, 16, 5, -7, -15, 5
CC(C)(C)c1ccc(C(=O)OCCNC(=O)c2c(Cl)nc3ccccn23)cc1
  -9, 2, 6, 25, 15, 33, -8, 7, -15, -9, 2
Cc1occc1C(=O)Nc1cccc(S(=O)(=O)N2CCOCC2)c1
  -8, -3, 5, -14, 5, 2, -2, -12, 3, -14, 3
COc1ccccc1NC(=O)C(=O)NCCC1CCCCN1S(=O)(=O)c1ccc(F)cc1 (stereo not given)
  3, -9, -4, 10, 13, -45, 14, 8, -2, -9, 0
CCS(=O)(=O)NCC(c1ccco1)N1CCN(c2ccc(F)cc2)CC1 (stereo not given)
  -12, -1, 7, 21, 7, -2, 12, -1, 2, -5, -3
CCOc1ccc(C(=O)NCC(=O)OCC(=O)N(C)CC(=O)Nc2ccccc2CC)cc1OCC
  7, -16, 0, 2, 8, -19, 14, -15, 4, -8, 8
O=C(NCCc1c[nH]c2ccccc12)C(F)(F)F
  -12, -6, 1, 6, -23, -6, 3, 11, -2, -1, -2
Cn1ccc2c(-c3ccc(CO)cc3)cc3c(c21)C1CCC3O1 (stereo not given)
  -4, -2, 14, 8, -35, 0, -6, 2, 3, ., 4
Cn1c(Cn2nnc3ccccc32)nnc1SCC(=O)Nc1ccc2c(c1)OCO2
  -31, -3, -3, -8, 0, -17, 25, 27, 17, -5, 1
O=C(O)CCCc1ccc2ccc3cccc4ccc1c2c34
  -19, -10, -9, 13, 15, 1, 6, -3, -8, -3, 2
O=[N+]([O-])c1cc(Cl)ccc1Oc1ccc(-c2nnco2)cc1
  2, -9, -2, 12, 5, 62*, 18, 19, 17, 5, 5
O=C(c1ccncc1)N1CCN(S(=O)(=O)c2ccc(F)cc2)CC1
  4, 9, 4, 2, 11, -13, 2, 9, 12, 1, 12
Cc1ccc(OCCCC(=O)Nc2ccc(N3CCOCC3)cc2)cc1
  6, -6, 4, 5, -24, 7, 12, -13, 1, -2, 0
CC(C)N1CCC(NC(=O)Nc2ccccc2)CC1
  -3, -2, -1, 37, -10, -24, 0, -1, 1, -13, 3
Nc1ccc(-n2nncc2-c2ccco2)cc1
  7, 4, 2, 6, -2, -13, 0, 1, 4, 3, -6
O=C1Nc2cc3c(cc2Sc2ccccc21)OCCO3
  3, 2, -3, 8, -1, 2, -18, 19, 20, 10, 8
Cc1ccccc1-c1csc(C(C)(O)c2cccnc2)n1 (stereo not given)
  10, -3, 7, 0, 4, 8, 1, -3, -6, ., 14
O=C(NCc1ccccc1CN1CCCC1)C1CCN(S(=O)(=O)c2ccc(F)c(F)c2)CC1
  3, -2, -3, 4, 8, -3, -1, -2, 0, -8, -3
COc1ccc(N2CC(C)(C)[C@H](CC(=O)Nc3ccc(Br)cc3)C2=O)cc1
  3, 12, 0, 1, 25, 2, 4, -10, 4, -1, -10
CN1CCC(N(C)C(=O)NC2CCCCC2)CC1
  -8, -8, -6, -14, -22, -19, 8, 14, 10, 9, 0
CSc1ncccc1C(=O)OCC(=O)c1cccc(Br)c1
  -13, -1, 0, -15, -1, 0, -28, 5, 12, 8, -2

Entries shown so far with an aryl methoxy group, in the order listed:
The line under a structure holds: NCOA1 inh, NOD2-RIPK2 inh, Granule exo inh, TWEAK-Fn14 inh, SRC2 inh, TROY signal inh, COUP-TFII inh, NR5A2 inv ag, SRC3 inh, TLR9-MyD88 block, ABHD5 PLIN5 PPI
COc1ccc(-c2cc3ccccc3n2CC(O)CN2CCN(CCO)CC2)cc1 (stereo not given)
  1, 10, 15, -8, -10, -37, 13, 8, 23, -5, 7
COc1ccc(CCNC(=O)Cn2cccc2C(=O)c2ccccc2)cc1OC
  -4, 0, 8, 19, 4, -4, -4, -4, -8, 1, -1
COc1ccccc1C(=O)NCc1ccccc1
  -7, 1, 1, -3, -41, -7, -1, -2, 9, 3, 0
CCOC(=O)C1(C)CCN1C(=O)c1ccc(OC)c(C(F)(F)F)c1 (stereo not given)
  12, 5, 5, -13, -7, 0, 1, -7, 11, ., -6
COc1ccc([C@H]2CC(=O)C=C(c3ccccc3Oc3ccccc3)C2)cc1
  -32, 4, -6, 4, -8, -11, 10, -31, -16, -6, 4
COc1cccc(NS(=O)(=O)c2ccc(NC(C)=O)cc2)c1
  9, -2, -3, -7, 15, 5, -10, 34, -1, 4, 0
COc1ccccc1NC(=O)C(=O)NCCC1CCCCN1S(=O)(=O)c1ccc(F)cc1 (stereo not given)
  3, -9, -4, 10, 13, -45, 14, 8, -2, -9, 0
COc1ccc(N2CC(C)(C)[C@H](CC(=O)Nc3ccc(Br)cc3)C2=O)cc1
  3, 12, 0, 1, 25, 2, 4, -10, 4, -1, -10
